Rab2A wt mod – changes GTP binding to wildtype dog Rab2A, up or down. P61105. GST-Rab2 wt beads, Bodipy-GTP binding, flow cytometry. GTP binding activity, % at 10 µM. 190,000 compounds, 0.19% hits. AID 760;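 active = GTP binding activity at least 20 points away from 100%, either lowered or raised; inconclusive = signal likely due to the compound's own green fluorescence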;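 note: 0% = beads with excess unlabeled GTP and 100% = no-compound control corrected for plate trend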
Cdc42 wt GTP – changes GTP binding to wildtype human Cdc42. P60953. GST-Cdc42 beads, Bodipy-GTP binding, flow cytometry; actives lie on both sides. percent activity (GTP binding), % at 10 µM. 190,000 compounds, 0.2% hits. AID 761;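 active = percent activity GTP binding at least 20 points away from the 100% baseline, either down as inhibitor or up as activator; inconclusive = compound flagged as likely green fluorescent from well-wide comparison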;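 note: median bead fluorescence of bound Bodipy-FL-GTP at 100 nM; 0% = excess unlabeled GTP control and 100% = no compound control; below 100% means less GTP binding so inhibitor and above means activator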
ABCG2 inh – inhibitors of human ABCG2 transporter, ABCB1 counter-screen; inhibition, % at 6.6 µM; Q9UNQ0; IgMXP3 cells, JC-1 efflux, flow cytometry; AID 1325; 190,000 compounds, 0.1% hits;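 active = inhibition above 80%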;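 note: 0% = DMSO and 100% = nicardipine control wells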
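Test system: IgMXP3 (ABCG2) plus far-red-tagged CCRF-Adr (ABCB1) cells / Amount: 3 million cells/mL in well / Reagent: JC-1 transporter substrate / Timing: 10 min compound exposure, 25 °C / Signal: flow cytometry, 530 nm JC-1 signal / Read-out: percent efflux inhibition, scaled nicardipine 100% to DMSO 0% / Benchmarks: nicardipine as high control, DMSO as low control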
ABCB1 inh – human ABCB1 inhibition, ABCG2 as counter-screen. P08183. CCRF-Adr cells, JC-1 efflux, flow cytometry. inhibition, % at 6.6 µM. 190,000 compounds, 0.067% hits; in the data active = inhibition above about 40%;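 note: 0% = vehicle and 100% = reference inhibitor; higher value means more JC-1 retained so stronger ABCB1 efflux block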
Target sequence (P08183 whole entry, looked up): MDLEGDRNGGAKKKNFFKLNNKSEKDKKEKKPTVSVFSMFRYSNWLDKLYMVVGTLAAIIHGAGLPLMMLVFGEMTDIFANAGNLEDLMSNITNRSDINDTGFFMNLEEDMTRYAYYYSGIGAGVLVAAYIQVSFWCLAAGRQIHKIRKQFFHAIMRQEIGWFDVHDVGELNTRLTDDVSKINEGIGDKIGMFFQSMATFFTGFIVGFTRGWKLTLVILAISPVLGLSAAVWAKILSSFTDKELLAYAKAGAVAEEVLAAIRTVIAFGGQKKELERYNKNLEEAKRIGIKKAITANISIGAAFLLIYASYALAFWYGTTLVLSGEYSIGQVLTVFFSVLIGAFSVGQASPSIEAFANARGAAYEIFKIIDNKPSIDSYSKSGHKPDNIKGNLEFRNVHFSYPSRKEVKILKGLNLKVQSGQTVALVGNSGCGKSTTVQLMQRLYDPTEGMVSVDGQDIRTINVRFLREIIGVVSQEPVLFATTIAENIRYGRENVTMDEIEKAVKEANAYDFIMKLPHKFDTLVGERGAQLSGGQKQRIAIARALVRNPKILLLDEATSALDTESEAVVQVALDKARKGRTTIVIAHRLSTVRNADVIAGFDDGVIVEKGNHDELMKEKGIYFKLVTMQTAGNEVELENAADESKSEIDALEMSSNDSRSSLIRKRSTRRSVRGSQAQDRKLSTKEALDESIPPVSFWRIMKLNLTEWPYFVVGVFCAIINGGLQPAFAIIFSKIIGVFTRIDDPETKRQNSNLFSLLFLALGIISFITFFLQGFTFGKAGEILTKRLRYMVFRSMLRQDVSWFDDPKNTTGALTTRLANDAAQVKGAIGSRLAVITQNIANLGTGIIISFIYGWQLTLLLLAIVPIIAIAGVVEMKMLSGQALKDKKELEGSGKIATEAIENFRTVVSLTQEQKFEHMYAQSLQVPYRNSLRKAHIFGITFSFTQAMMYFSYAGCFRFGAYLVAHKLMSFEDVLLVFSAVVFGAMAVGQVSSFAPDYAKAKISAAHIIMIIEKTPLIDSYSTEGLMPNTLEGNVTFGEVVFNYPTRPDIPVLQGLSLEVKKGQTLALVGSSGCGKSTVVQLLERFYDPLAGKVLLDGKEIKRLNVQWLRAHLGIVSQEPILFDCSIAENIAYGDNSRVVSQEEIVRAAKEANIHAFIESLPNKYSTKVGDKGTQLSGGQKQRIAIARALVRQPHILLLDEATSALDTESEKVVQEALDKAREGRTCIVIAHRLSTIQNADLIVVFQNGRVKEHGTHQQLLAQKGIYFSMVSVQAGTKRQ
Rab7 wt GTP bind – dog Rab7 wildtype GTP binding, inhibitors and activators | GST-Rab7 beads, fluorescent GTP binding, flow cytometry; actives lie on both sides; untreated = 100%, excess cold GTP = 0% | GTP binding activity (percent of control), % at 10 µM | 190,000 compounds, 0.055% hits | AID 758;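 active = fluorescent GTP binding to Rab7 beads changed by at least 20 points from the 100% baseline, either direction, mostly lower; inconclusive = compound itself probably fluorescent, or too few beads counted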;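 note: median green fluorescence of bound Bodipy-FL-GTP per Rab7 bead population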
Avidin bead fluor – compound fluoresces at 488/530 nm on avidin beads. 220,000 compounds, 0.38% hits. fluorescence (KMESF) at 10 µM. compound fluorescence 488/530 nm, flow cytometry; stronger effect = higher value; in the data active = fluorescence above about 47; note: inactives centre near 10
GSH bead fluor – GSH bead compound fluorescence profile. GSH beads flow cytometry, compound fluorescence 488/530 nm; stronger effect = higher value. fluorescence (KMESF) at 10 µM. 190,000 compounds, 0.25% hits. AID 1776; in the data active = fluorescence above about 89;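 note: glutathione beads carrying GST-tagged Bcl family fusion proteins plus one bare bead set; values are compound well signal with DMSO vehicle wells as background; inactives centre near 16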
Rac1 act GTP bind – modulators of GTP binding to human Rac1 activated mutant; 190,000 compounds, 0.11% hits; P63000; GST-Rac1 activated beads, fluorescent GTP binding, flow cytometry; actives lie on both sides; 100% means binding = to untreated wells; percent activity (GTP binding), % at 10 µM; AID 764;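 active = GTP binding at least 20 percentage points away from the 100% baseline, in either direction, so actives lie on both sides; inconclusive = Compound likely fluorescent itself, or too few beads counted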
Pf gametocyte – inhibitors of late stage P. falciparum gametocyte viability | 150,000 compounds, 0.065% hits | inhibition, % at 10.9 µM | P. falciparum stage V gametocytes, ATP luminescence, 24 h;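 active = inhibition above the mean plus 3 SD of compounds within the control limits, set per campaign, cut at about 38% in these data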;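 note: 0% = DMSO wells and 100% = medium only without gametocytes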
HRas wt GTP – human HRas wildtype GTP binding, change in either direction; GST-Ras wt beads, Bodipy-FL-GTP binding, flow cytometry; actives lie on both sides; GTP binding activity, % at 10 µM; 190,000 compounds, 0.14% hits; AID 759;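 active = GTP binding activity at least 20% away from the 100% baseline, either lowered as inhibitor or raised as activator; inconclusive = flagged as likely green fluorescent, judged across all proteins in the well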;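 note: 0% = unlabeled GTP competition control and 100% = no-compound control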
Rac1 wt GTP bind – modulators of human Rac1 wildtype GTP binding | P63000 | GST-Rac1 beads, fluorescent GTP binding, flow cytometry; actives lie on both sides; 0 = cold GTP competed, 100 = untreated | GTP binding activity (% of control), % at 10 µM | 190,000 compounds, 0.27% hits;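 active = GTP binding activity at least 20 points away from the 100% control level, either lower or higher; inconclusive = compound flagged as likely green fluorescent, judged across all proteins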
* marks the source's active call; other numbers are inactive results; ? = inconclusive; nt = no result given.

Molecule	Rab2A wt mod	Cdc42 wt GTP	ABCG2 inh	ABCB1 inh	Rab7 wt GTP bind	Avidin bead fluor	GSH bead fluor	Rac1 act GTP bind	Pf gametocyte	HRas wt GTP	Rac1 wt GTP bind
Cc1ccc(C)c2[nH]c(=O)c(CCNC(=O)C(C)(C)C)cc12	102.0	102.0	-1.3	-2.4	103.0	15	25	100.0	nt	101.0	104.0
COc1ccc2[nH]c(=O)c(CN(Cc3cccs3)S(=O)(=O)c3cccc4nsnc34)cc2c1	101.0	104.0	1.9	4.1	104.0	7	9	102.0	13.6	103.0	107.0
O=S1(=O)C=C(N2CCCCC2)c2ccccc21	96.0	99.0	-2.0	-0.5	99.0	9	50	97.0	nt	98.0	96.0
Cc1cc(Cl)ccc1NC(=S)NCCCN1CCCC1=O	98.0	98.0	1.5	0.4	97.0	4	17	101.0	0.2	99.0	102.0
COC(=O)Cn1cccc1C(=O)c1ccccc1	102.0	105.0	21.2	0.7	101.0	25	22	100.0	nt	102.0	109.0
CCOC(=O)CSc1nc(N2CCOCC2)c2c(c1C#N)CC(C)(C)N(C)C2	97.0	98.0	4.7	1.3	97.0	11	29	96.0	-48.1	98.0	95.0
COc1ccc(Cl)cc1NC(=O)c1ccoc1C	100.0	103.0	23.5	0.4	100.0	11	25	99.0	nt	99.0	103.0
Nn1cnnc1N/N=C/c1ccc(Cl)c([N+](=O)[O-])c1	99.0	98.0	1.3	0.1	104.0	21	10	98.0	15.4	100.0	98.0
CCCSc1ccc(C(=O)Nc2ccc(F)cc2F)cn1	98.0	102.0	12.7	1.6	95.0	9	18	96.0	13.6	95.0	99.0
COc1ccc(NC(=S)Nc2cccc([N+](=O)[O-])c2)cc1	98.0	99.0	3.3	0.2	94.0	31	14	97.0	-2.8	100.0	97.0
O=C(CCN1C(=O)c2ccccc2C1=O)Nc1ccc(-c2nc3ccccc3s2)cc1	99.0	102.0	1.0	0.1	103.0	8	15	97.0	-2.5	99.0	104.0
CC(C)(C)NC(=O)/C(=C\c1cccnc1)NC(=O)c1ccco1	101.0	97.0	4.8	0.5	109.0	12	12	95.0	12.1	98.0	103.0
Cc1nn(Cc2ccccc2)c(C)c1C(=O)OCC(=O)c1cc(C)n(C2CC2)c1C	98.0	98.0	6.5	1.9	96.0	9	28	99.0	nt	98.0	102.0
COCCNC(=O)/C(C#N)=C/c1ccc(N2CCOCC2)o1	98.0	102.0	12.3	0.5	99.0	3	14	102.0	-5.7	101.0	106.0
O=C(NCCCN1CCOCC1)c1ccc(CS(=O)(=O)c2cccc(C(F)(F)F)c2)o1	93.0	96.0	4.0	0.4	95.0	8	54	95.0	5.0	95.0	95.0
Cc1ccc(S(=O)(=O)NCC2CCC(C(=O)NCc3ccc4c(c3)OCO4)CC2)cc1 (stereo not given)	95.0	95.0	0.8	0.1	98.0	nt	30	98.0	-9.2	95.0	96.0
COc1ccc(OC)c(Cc2nnc(CCC(=O)NC(C3CC3)C3CC3)o2)c1	102.0	104.0	0.6	0.2	100.0	9	9	100.0	nt	103.0	105.0
O=C(CN1C(=O)c2ccccc2C1=O)Nc1cc([N+](=O)[O-])ccc1O	93.0	94.0	1.4	0.3	103.0	12	17	91.0	-5.6	93.0	95.0
CCOc1ccccc1CNCCNCC(C)O (stereo not given)	102.0	98.0	0.2	-0.1	108.0	7	16	95.0	-18.9	100.0	101.0
O=C(CCCCCNc1nc(=S)[nH]c2ccccc12)NCCc1c[nH]c2ccccc12	95.0	100.0	11.3	0.5	97.0	10	7	99.0	-1.3	94.0	95.0
Cn1sc(NC(=O)c2ccccc2Cl)nc1=O	96.0	99.0	0.8	0.3	96.0	29	7	98.0	nt	102.0	99.0
Cc1c(C(=O)NCc2ccccc2Cl)oc2c1C(=O)CCC2	95.0	97.0	13.1	1.1	97.0	3	50	96.0	nt	97.0	96.0
COc1ccc2c(c1)C1NC(=S)NC(C)(O2)C1C(=O)Nc1ccccc1C (stereo not given)	103.0	104.0	4.7	1.1	105.0	11	14	99.0	nt	105.0	100.0
O=C(CCSCc1ccccc1Cl)N1CCN(c2cccc(Cl)c2)CC1	91.0	93.0	2.9	0.5	89.0	30	13	90.0	nt	95.0	92.0
Cn1c(=O)[nH]c(=O)c2c1nc(N1CCOCC1)n2CCSc1nc2ccccc2[nH]1	102.0	101.0	1.0	0.3	102.0	10	nt	101.0	7.3	101.0	101.0
O=C1/C(=C\c2cccs2)SC(=S)N1C1CCS(=O)(=O)C1 (stereo not given)	94.0	98.0	0.9	0.2	95.0	10	13	96.0	-5.1	97.0	100.0
Cn1c(=O)c2c(nc(NCc3ccco3)n2Cc2ccc(Cl)cc2Cl)n(C)c1=O	102.0	103.0	1.3	0.8	98.0	6	20	99.0	2.8	104.0	100.0
O=C(CN1CCOCC1)Nc1ccc(S(=O)(=O)NC2CCCCC2)cc1	97.0	100.0	0.1	0.2	96.0	9	29	98.0	nt	97.0	98.0
COc1ccc(C2OC34CCCCC3C(C#N)(C#N)C2(C#N)C(=N)O4)cc1 (stereo not given)	98.0	101.0	4.5	0.9	98.0	24	22	99.0	-7.2	100.0	107.0
CCOC(=O)c1oc2nc(CC(C)C)c3c(c2c1N)CCC3	101.0	102.0	1.5	0.4	100.0	32	17	101.0	nt	103.0	104.0
O=C(O)COc1ccccc1/C=N/NC(=O)/C(=C\c1ccc2c(c1)OCO2)NC(=O)c1ccccc1	94.0	93.0	2.4	0.2	94.0	6	20	93.0	25.9	95.0	94.0
COc1cc(NC(=S)Nc2cccnc2)cc(OC)c1	99.0	104.0	-15.8	-1.1	100.0	9	11	100.0	22.4	99.0	104.0
CCOc1ccccc1C(=O)Nc1nnc(CC)s1	101.0	101.0	18.2	1.1	99.0	24	13	96.0	nt	99.0	101.0
NC(=O)[C@@H]1CCCNc2c(I)cc([N+](=O)[O-])cc2C(=O)N[C@@H](CCCN=C(N)N)C(=O)N[C@@H](CCCN=C(N)N)C(=O)N1	99.0	106.0	1.3	0.8	100.0	11	18	98.0	nt	100.0	108.0
Cc1ccc(N2CCN(C(=O)c3ccccc3Br)CC2)c(C)c1	101.0	103.0	5.4	1.2	103.0	7	44	99.0	21.1	104.0	110.0
Cc1ccc(S(=O)(=O)CCC(=O)OCC(=O)c2c(C)[nH]c3ccccc23)cc1	102.0	100.0	15.3	0.3	100.0	4	16	98.0	-6.1	100.0	102.0
C/C(=N\N)c1c(-c2ccccc2)c2cc(Br)ccc2[nH]c1=O	87.0	84.0	1.3	0.0	98.0	9	48	81.0	nt	88.0	90.0
Nc1cc(N)c(OCC(F)(F)F)cc1OCC(F)(F)F	100.0	101.0	-0.7	0.0	98.0	41	14	99.0	nt	98.0	102.0
CS(=O)(=O)Nc1cccc(C(=O)CC2(O)C(=O)Nc3ccc(Br)cc32)c1 (stereo not given)	98.0	99.0	4.7	0.5	100.0	8	25	97.0	-7.9	97.0	96.0
CC(c1n[nH]c(=S)n1Cc1ccccc1)N(C)C (stereo not given)	96.0	97.0	1.4	0.3	99.0	21	10	95.0	18.6	96.0	96.0
COc1cc(-c2cc(C(=O)N3CCN(c4ccccn4)CC3)c3ccccc3n2)cc(OC)c1OC	102.0	99.0	5.1	12.7	101.0	10	8	97.0	-6.9	102.0	99.0
O=C(CCc1nnc(C2CCCCC2)o1)N1CCCCC1CCn1cccn1 (stereo not given)	95.0	95.0	1.7	0.5	102.0	11	14	96.0	-3.5	101.0	107.0
CCc1nnc(NS(=O)(=O)c2ccc(NC(=S)NC(=O)/C=C/c3ccc(OC)cc3)cc2)s1	93.0	97.0	-2.5	-1.1	93.0	14	13	94.0	-15.2	95.0	96.0
CCC(Sc1n[nH]c(=O)[nH]c1=O)C(=O)OCc1ccccc1 (stereo not given)	101.0	97.0	2.6	0.2	103.0	11	12	99.0	nt	102.0	101.0
O=C(c1c(O)c2ccccc2oc1=O)C1CCCCC1	98.0	103.0	32.9	1.3	99.0	24	24	99.0	-0.6	101.0	103.0
Cc1ccc(O)c(C2=Nc3ccccc3N=C(c3cccs3)C2)c1	95.0	101.0	-2.6	0.3	101.0	3	17	100.0	-15.1	100.0	102.0
O=C(NC1CCCc2ccccc21)c1cccc(S(=O)(=O)N2CCOCC2)c1 (stereo not given)	98.0	99.0	2.9	1.4	97.0	20	12	95.0	16.9	99.0	98.0
CCOC(=O)Cc1nn(CCc2ccccn2)c(=O)c2ccccc12	106.0	106.0	2.7	0.5	96.0	6	71	102.0	nt	104.0	103.0
C=CCn1nc([N+](=O)[O-])nc1Sc1cccc2cccnc12	102.0	104.0	7.7	1.3	102.0	2	6	102.0	nt	104.0	105.0
CCOC(=O)c1cnc(SC)nc1N	102.0	103.0	1.0	-0.1	101.0	8	34	99.0	-3.5	101.0	104.0
O=C(COc1ccccc1)NCC(=O)N/N=C/C=C/c1ccccc1	98.0	99.0	21.1	0.7	95.0	10	9	98.0	-34.1	99.0	101.0
N#Cc1nc(COc2ccc(F)cc2)oc1NCCCn1ccnc1	102.0	105.0	39.8	5.7	104.0	8	14	100.0	nt	104.0	107.0
C=Cn1cc[n+](CC(=O)C(C)(C)C)c1	102.0	103.0	0.5	0.2	99.0	7	11	101.0	6.7	101.0	106.0
O=C(N1CCCCC1)N1CCN(C(c2ccccc2)c2ccccc2)CC1	?	?	-0.5	-0.1	?	9	11	?	12.6	?	?
CCOC(=O)c1cc2sccc2n1CC(=O)N1CCCC1	94.0	94.0	0.4	0.5	92.0	48*	31	92.0	15.9	95.0	92.0
O=C(COC(=O)c1ccc2c(c1)OCCO2)Nc1cc(S(=O)(=O)N2CCOCC2)ccc1Cl	91.0	92.0	0.1	-0.2	93.0	10	12	90.0	-17.4	93.0	97.0
CCOC(=O)c1cc(OC(=O)c2ccccc2Br)n(-c2ccccc2)n1	99.0	103.0	-0.1	-0.1	101.0	11	11	99.0	nt	100.0	109.0
COc1ccc(NC(=O)c2c[nH]n3c(=O)cc(C4CCN(C(=O)OC(C)(C)C)CC4)nc23)cc1Cl	85.0	85.0	-4.2	-2.1	89.0	7	11	84.0	8.0	89.0	90.0

High-throughput results as filed in PubChem.
